# High-throughput results: PubChem, National Center for Advancing Translational Sciences (NCATS)
# WRN inhibitor: inhibitors of human WRN helicase | Potency, µM (highest dose often 114 µM), inactives show top-dose activity change, negative = inhibition, most hits filed as inhibitors | hit rate 0.46% among 360,000 | AID 651768 | WRN helicase unwinding, fluorescent forked duplex, kinetic | Q14191; further: potency means the concentration at half of the fitted maximal effect; on the % scale 0 is the no-effect control and ±100 the full control effect; nearly all actives have a fitted effect of over 55% in size
#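 WRN at 20 nM final was preincubated with compound for 15 min at room temperature; reaction started with 100 nM forked duplex oligonucleotide carrying fluorophore and quencher plus 2 mM ATP (final). Unwinding followed kinetically by red fluorescence (ex 525/em 598 nm).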
# Abeta rescue: restores growth of yeast expressing A-beta42 peptide. yeast expressing A-beta42, growth rescue, OD600, 48 h; response scale: 0% DMSO, 100% iron-clioquinol control. Potency, µM (top dose mostly 46.1 µM), without a hit: at the highest dose growth rescue, usual class: activators. hit rate 0.063% among 410,000; further: potency means the concentration at half of the fitted maximal effect; nearly all actives have a fitted effect of over 55% in size
#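 Yeast A-beta toxicity model in growth medium with pinned compounds, 48 h at 30 C; growth read as absorbance at 600 nm. Normalized to FeCl3/clioquinol equimolar mix (positive) and DMSO (negative).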
# PI5P4K alpha inh: PI5P4K alpha (human) kinase inhibition | PI5P4Kalpha enzyme, ADP-Glo luminescence, 60 min; active compounds read low | max response, % | hit rate 1.2% among 330,000 | AID 652105; active means max response of -50% or lower; inconclusive means between -30% and -50%; inactive means -30% or higher; further: value at the top dose of about 77 µM; on the % scale 0 is the no-effect control and ±100 the full control effect
# Target sequence (P48426 whole entry, looked up): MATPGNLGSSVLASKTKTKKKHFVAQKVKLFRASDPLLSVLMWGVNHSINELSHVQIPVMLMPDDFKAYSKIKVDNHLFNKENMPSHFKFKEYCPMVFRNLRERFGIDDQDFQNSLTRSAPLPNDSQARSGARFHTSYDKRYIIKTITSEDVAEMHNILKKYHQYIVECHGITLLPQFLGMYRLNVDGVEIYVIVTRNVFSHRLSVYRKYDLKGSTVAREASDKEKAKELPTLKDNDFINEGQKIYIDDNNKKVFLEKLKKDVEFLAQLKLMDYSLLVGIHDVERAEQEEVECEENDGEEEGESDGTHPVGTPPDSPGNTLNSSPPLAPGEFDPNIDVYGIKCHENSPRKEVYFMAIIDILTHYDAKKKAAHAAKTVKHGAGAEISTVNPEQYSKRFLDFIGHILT
#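 qHTS, 1536-well: enzyme/substrate mix, compound by pin tool, 5 microM ATP final; RT 60 min; ADP-Glo reagents 1 (45 min) then 2 (30 min); luminescence.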
# EPAC1 ag: EPAC1 (human) agonism; AID 720707; EPAC1 agonist qHTS, biochemical assay; response scale: 100% = response to 6.5 mM cAMP; O95398; Potency, µM (top dose mostly 154 µM), inactives show top-dose activation, hits mostly activators; hit rate 0.073% among 360,000; further: potency means the concentration at half of the fitted maximal effect; nearly all actives have a fitted effect of over 60% in size
#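 Fluorescent GDP-exchange assay: 100 nM EPAC1 with 250 nM Rap1B preloaded with BODIPY-GDP and 50 uM GDP; compounds tested as concentration series, 5 min at room temperature, then read every 5 min for 30 min (ex 480/em 540 nm); normalized to 6.5 mM cAMP.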
# FUS suppressor: suppressors of FUS proteinopathy in yeast; S. cerevisiae FUS-expressing, growth rescue, OD600, 24 h; Potency, µM (series often up to 76.6 µM), for inactives: at the highest dose growth rescue (activation), most hits filed as activators; hit rate 0.24% among 390,000; AID 1347120;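 further: potency means the concentration at half of the fitted maximal effect; plate controls were DMSO vehicle for no effect and reference control for full effect; nearly all actives have a fitted effect of over 55% in size; some results filed as inactive show a strong effect at the top dose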
#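 Restored growth of FUS-toxic S. cerevisiae, read as 600 nm absorbance after 24 h at 30C in galactose medium (starting OD 0.005). Controls CP55940 and DMSO.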
# EPAC1 antag: blocks human EPAC1 exchange factor. Potency, µM (doses to about 115 µM), without a hit: at the highest dose activity change, negative = inhibition, actives largely listed as inhibitors. EPAC1 GEF assay, Rap1b-BODIPY-GDP exchange fluorescence. O95398. hit rate 0.14% among 360,000;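 further: potency means the concentration at half of the fitted maximal effect; plate controls were vehicle for no effect and positive control for full effect; nearly all actives have a fitted effect of over 50% in size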
# PLK1 PBD inh: blocks phosphopeptide binding to human PLK1 polo-box domain | Plk1 PBD binding of FITC phosphopeptide, fluorescence polarization | Potency, µM, for the others: max response, negative = inhibition, usual class: inhibitors | hit rate 2.8% among 360,000 | AID 720504; further: potency means the concentration at half of the fitted maximal effect; series mostly up to about 57 µM; on the % scale 0 is the no-effect control and ±100 the full control effect; nearly all actives have a fitted effect of over 65% in size
# aSyn rescue: alpha-synuclein toxicity inhibition in yeast | Yeast expressing alpha-synuclein, growth rescue, BacTiter-Glo, 24 h | Potency, µM (doses to about 46.1 µM), for the others: at the highest dose growth rescue (activation), actives largely listed as activators | hit rate 0.14% among 370,000; further: potency means the concentration at half of the fitted maximal effect; % of control where 0% means no effect; nearly all actives have a fitted effect of over 65% in size
#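 Readout is rescue of growth in alpha-synuclein-expressing yeast, so inhibitors of toxicity appear as activators. Growth after 24 hr at 30 deg C in galactose medium is quantified by luminescence.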
# IL-2 act: activators of IL-2; IL-2 activation reporter assay, cell-based qHTS; stimulated with anti-CD3/CD4/CD28 beads; in transgenic mouse T cells; activation, % (series mostly up to about 46 µM); hit rate 0.065% among 360,000; AID 652025; in the data active means activation above about 50%; inconclusive means mostly about 30% to 49%; further: 0% is about no effect
#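 Unstimulated transgenic mouse T cells, 750 per well, received compound and, after 60 minutes, anti-CD3/anti-CD4 bead plus anti-CD28 stimulation. EGFP and DsRed were quantified after 18 hours.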
# * hit, by the source's call; ? = inconclusive; · = not tested or not shown; [ ] = dose if it differs, or a comment. Unless noted, the call rests on the fitted dose curve; in most records, active means well fitted curve in the direction sought with a large enough effect; inconclusive means small, poorly fitted or top-dose-only effect, or another doubt; inactive means no such curve, though single readings can be large; an effect the other way counts as inactive or inconclusive. Rows are unselected, and some 4.1% of all compounds hit somewhere here.
SMILES,WRN inhibitor,Abeta rescue,PI5P4K alpha inh,EPAC1 ag,FUS suppressor,EPAC1 antag,PLK1 PBD inh,aSyn rescue,IL-2 act
Clc1ccc(CN2CCC(c3ccccc3)CC2)cc1,1%,14%,-2,-2%,-32%,-1%,-6%,0%,-0.6
COc1ccc(S(=O)(=O)NCC2CCCN(Cc3ccccc3C)C2)cc1 (stereo not drawn),4%,23%,1,-1%,-31%,5%,3%,2%,-0.8
Cc1ccccc1C(=O)NC1CCN(CC(=O)Nc2ccc3c(c2)OCCO3)CC1,1%,-3%,0,9%,-22%,2%,3%,3%,2.3
COc1ccc(N(CC(=O)NC2CCCCC2)C(=O)CNC(=O)c2ccco2)cc1OC,6%,10%,0,6%,6%,-10%,-10%,-5%,-2.6
O=C(CN1CCN(C(=O)C2CCCO2)CC1)Nc1cc(C(F)(F)F)ccc1Cl (stereo not drawn),-4%,-4%,1,2%,·,-1%,2%,0%,-1.2
O=C(COc1cccc2c1CCN(Cc1ccc(Cl)cc1)C2=O)N1CCOCC1,-1%,-3%,-1,-14%,8%,2%,2%,7%,-1.2
COc1ccc(Nc2oc(-c3ccco3)nc2S(=O)(=O)c2ccc(F)cc2)cc1,-1%,-1%,0,5%,19%,-18%,-6%,-2%,-0.4
O=C(CCl)Nc1cn(-c2ccccc2)nc1-c1ccccc1,-5%,-29%,3,2%,7%,-8%,-23%,4%,-1.2
COc1cc(NC(=O)NCc2ccncc2)cc(OC)c1OC,-8%,2%,·,7%,-12%,-2%,-11%,13%,-2.0
O=C(CSc1nnc2ccccn12)c1ccc(Cl)cc1,-1%,-6%,-1,2%,12%,4%,-19%,3%,0.1
Cc1ccc(-c2nnc(SCC(=O)Nc3nc4c(s3)CCCC4)n2C)cc1,0%,2%,·,0%,17%,10%,-8%,-4%,-0.9
CCN(Cc1ccccc1)C(=O)C1CCN(C(=O)Nc2ccccc2)CC1,2%,5%,5,-1%,-3%,-16%,3%,3%,-1.8
COc1ccc(-c2cc(C(=O)NNC(=O)c3csc(N4CCOCC4)n3)c3ccccc3n2)cc1,-19%,13%,-9,-39%[inhibitor],24%,?,-3%,0%,0.2
Cn1c(Cn2c(=O)sc3ccccc32)nnc1SCC(=O)NCCc1ccccc1,-6%,-11%,1,16%,-9%,7%,-9%,1%,-3.2
CC(C)Nc1nc(Oc2cccc(Cl)c2Cl)cc(C(F)(F)F)n1,-12%,12%,36,-5%,·,-12%,2%,-21%,1.3

# A second format for two compounds above:
smiles | WRN inhibitor | Abeta rescue | PI5P4K alpha inh | EPAC1 ag | FUS suppressor | EPAC1 antag | PLK1 PBD inh | aSyn rescue | IL-2 act
Cc1ccccc1C(=O)NC1CCN(CC(=O)Nc2ccc3c(c2)OCCO3)CC1 | 1% | -3% | 0 | 9% | -22% | 2% | 3% | 3% | 2.3
COc1ccc(N(CC(=O)NC2CCCCC2)C(=O)CNC(=O)c2ccco2)cc1OC | 6% | 10% | 0 | 6% | 6% | -10% | -10% | -5% | -2.6

# Molecules shown so far with a furan ring, fused or not (2):
SMILES,WRN inhibitor,Abeta rescue,PI5P4K alpha inh,EPAC1 ag,FUS suppressor,EPAC1 antag,PLK1 PBD inh,aSyn rescue,IL-2 act
COc1ccc(N(CC(=O)NC2CCCCC2)C(=O)CNC(=O)c2ccco2)cc1OC,6%,10%,0,6%,6%,-10%,-10%,-5%,-2.6
COc1ccc(Nc2oc(-c3ccco3)nc2S(=O)(=O)c2ccc(F)cc2)cc1,-1%,-1%,0,5%,19%,-18%,-6%,-2%,-0.4

# Back to the main list, starting 2 compounds before the break.
SMILES,WRN inhibitor,Abeta rescue,PI5P4K alpha inh,EPAC1 ag,FUS suppressor,EPAC1 antag,PLK1 PBD inh,aSyn rescue,IL-2 act
Cn1c(Cn2c(=O)sc3ccccc32)nnc1SCC(=O)NCCc1ccccc1,-6%,-11%,1,16%,-9%,7%,-9%,1%,-3.2
CC(C)Nc1nc(Oc2cccc(Cl)c2Cl)cc(C(F)(F)F)n1,-12%,12%,36,-5%,·,-12%,2%,-21%,1.3
COc1ccc(-c2csc(NC(C)c3nc4cc(Cl)c(N5CCCCC5)cc4n3CCOCCO)n2)cc1 (stereo not drawn),-29%,4%,4,3%,?,-8%,-1%,3%,-0.6
N=C1/C(=C/c2cccn2CCOc2ccccc2)C(=O)N=C2SC=C(c3ccccc3)N12,-3%,-10%,0,-3%,·,-12%,-4%,1%,1.1
O=S(=O)(NCCCc1ccccc1)c1ccc(F)c(F)c1,0%,20%,0,1%,2%,-5%,-7%,1%,-3.8
CCOc1ccccc1NC(=S)Nc1ccccc1F,-18%,?,1,3%,-9%,0%,-6%,4%,-0.8
Nc1ccn([C@@H]2O[C@H](CNS(=O)(=O)c3cc4ccccc4s3)[C@@H](O)[C@H]2O)c(=O)n1,6%,-1%,-1,-12%,-6%,-5%,-2%,0%,-0.9
O=c1cc(CN2CCc3ccccc3C2)nc2sccn12,-14%,-4%,-2,-7%,37%,-10%,-2%,3%,-3.7
CCOC(=O)c1sc(NC(=O)C2CSC3(C)CCC(=O)N23)nc1C (stereo not drawn),3%,-15%,2,4%,-11%,-3%,-1%,-3%,-0.2
O=C(OCC(O)CO)c1ccccc1Nc1ccnc2cc(Cl)ccc12 (stereo not drawn),-1%,-19%,7,-22%,-20%,-8%,1%,0%,-0.5
O=[N+]([O-])c1cc(Br)c(OCc2nnc(-c3ccccc3)o2)c(Br)c1,-4%,6%,6,12%,-12%,6%,-6%,-23%,-1.6
Cc1ccccc1OCC(=O)NNC(=O)c1ccc2c(=O)n3c(nc2c1)CCC3,-19%,23%,-6,5%,7%,-3%,-2%,7%,-3.3
O=C(CCc1ccccc1)NC(c1cccs1)c1cc(Cl)c2cccnc2c1O (stereo not drawn),-5%,?,7,?,-1%,1%,-8%,1%,-0.3
C[C@H]1C[C@H]2[C@@H]3CCC4=CC(=O)C=C[C@]4(C)[C@@]3(F)[C@@H](O)C[C@]2(C)[C@@]1(O)C(=O)CO,3%,7%,4,-8%,-22%,-8%,2%,-1%,-0.5
O=C(CCN1CCCCO1)N1CCCC(Nc2ccc(F)c(F)c2)C1 (stereo not drawn),-4%,4%,4,-15%,12%,-13%,-7%,-5%,0.3
NC(=S)N/N=C/c1coc2ccc(F)cc2c1=O,?,-42%[inhibitor],-19,8%,-31%,-5%,-10%,-15%,1.6
Cc1cc(C)n(-c2nc3ccccc3[nH]c2=O)n1,9%,3%,5,-1%,3%,5%,-13%,0%,-2.7
CC(C)C(CC(=O)NCc1ccco1)c1ccco1 (stereo not drawn),?,19%,-13,-7%,6%,-2%,-13%,4%,-2.0
CCOC(=O)CNC(=S)N(Cc1ccccc1)Cc1cccnc1,-3%,-5%,-3,8%,0%,-27%,-1%,3%,3.3
COc1ccccc1N(CC(=O)NC1CCCCC1)S(C)(=O)=O,-7%,23%,·,5%,-9%,-4%,3%,-8%,-1.8
CSc1ccc(CN(C)C(=O)CNC(=O)c2sc3ccccc3c2Cl)cc1,-13%,8%,11,1%,·,0%,1%,0%,0.5
NC(=O)C1CCN(CC(=O)Nc2cc(S(=O)(=O)N3CCOCC3)ccc2N2CCCC2)CC1,1%,0%,-1,9%,-8%,-12%,-14%,-9%,-0.8
COc1cccc(NC(=O)CN(C)C(=O)CSc2ccc3c(c2)OCCO3)c1,-2%,0%,4,5%,·,-21%,-23%,8%,0.4
CCOc1ccc(OCC)c(NC(=O)CSc2nnc(C3CC3)n2CC)c1,-4%,-7%,0,-2%,12%,-12%,-13%,0%,0.6
CCN(C(=O)COC(=O)/C=C/c1ccc(Cl)c(Cl)c1)c1c(N)n(Cc2ccccc2)c(=O)[nH]c1=O,5%,-4%,3,-6%,-8%,-22%,1%,?,-0.9
CNc1cncc(-c2cc(C)c(O)c(C)c2)n1,2%,-21%,-14,6%,-6%,2%,-9%,11%,-0.3
O=c1c(F)cn(C2CCCO2)c(=O)n1Cc1ccccc1F (stereo not drawn),-5%,11%,·,7%,-15%,4%,-5%,-2%,1.3
CCOC(=O)C1CCCn2c1nc1sc3c(c1c2=O)CCCC3 (stereo not drawn),7%,-26%,·,2%,22%,13%,-14%,-10%,-1.3
NC(=O)C1CCN(C(=S)c2cccs2)CC1,5%,-5%,-6,-2%,2%,7%,?,-3%,-2.4
